RGS4 pot = RGS4 potentiation or activation; HEK293 M3R/inducible RGS4, carbachol calcium flux Fluo4; hits give low values; B-score at 10 µM; 310,000 compounds, 0.92% hits;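 active = B-score of the integrated calcium signal more than 4 SD below the library mean, with starting fluorescence not abnormally high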;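 note: negative B-score means reduced calcium response which marks RGS4 activation or potentiation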
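Material: Inducible-RGS4 HEK293 cells carrying M3 receptor; also added: carbachol at ECmax as muscarinic agonist stimulus; incubation: compound preincubation 20 min at room temperature before agonist; signal: Fluo4-AM (2 µM) calcium-flux fluorescence, kinetic read; measure: integrated calcium ratio converted to B score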
GSK3A inh = inhibitors of human GSK-3 alpha kinase; P49840; ADP-Glo luminescence, 60 min; inhibition, % at 10 µM; 320,000 compounds, 0.1% hits; AID 2650;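 in the data active = inhibition above about 50%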;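 note: GST-tagged GSK-3 alpha with peptide substrate and 25 µM ATP; 0% = DMSO neutral wells and 100% = GW8510 positive control wells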
Target sequence (P49840 whole entry, looked up): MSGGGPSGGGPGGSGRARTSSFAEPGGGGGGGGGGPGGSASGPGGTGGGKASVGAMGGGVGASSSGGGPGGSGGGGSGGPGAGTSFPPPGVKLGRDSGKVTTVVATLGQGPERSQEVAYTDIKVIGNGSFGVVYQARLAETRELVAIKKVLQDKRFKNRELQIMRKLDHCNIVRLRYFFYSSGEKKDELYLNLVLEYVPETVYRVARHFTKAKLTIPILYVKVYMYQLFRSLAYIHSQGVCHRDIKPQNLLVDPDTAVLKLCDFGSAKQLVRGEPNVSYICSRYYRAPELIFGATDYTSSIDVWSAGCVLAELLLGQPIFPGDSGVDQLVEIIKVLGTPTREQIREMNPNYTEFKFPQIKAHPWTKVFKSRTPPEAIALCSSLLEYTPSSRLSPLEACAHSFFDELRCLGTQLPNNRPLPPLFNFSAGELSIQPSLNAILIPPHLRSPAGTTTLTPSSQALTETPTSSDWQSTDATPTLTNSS
PolyA inh = inhibitors of polyadenylation in S. cerevisiae | S. cerevisiae SKY197-pL101 polyadenylation reporter, beta-gal luminescence; efflux-impaired pdr1/pdr3 knockout yeast; score 100 = 6 SD above DMSO | calls only at 12 µM | 300,000 compounds, 0.02% hits | AID 1875;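 active = lowest replicate activity score at least 50, where 100 means six control SD above control mean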;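 note: yeast exposed to compound for 9 h at 30 °C; higher score means more reporter readthrough which indicates perturbed polyadenylation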
KCNK3 block = human KCNK3 channel inhibition, primary screen | O14649 | CHO-KCNK3 thallium flux, FluxOR fluorescence; hits give low values | B-score at 10 µM | 340,000 compounds, 0.84% hits;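 active = B-score under library mean minus 4 SD, starting fluorescence ratio at most library mean plus 5 SD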;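 note: more negative B-score means stronger inhibition of thallium flux through KCNK3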
RGS4 block = human RGS4 inhibition; P49798; HEK293 M3R/RGS4 inducible, Fluo-4 calcium flux; hits give high values; triggered by carbachol at its EC20; B-score at 10 µM; 310,000 compounds, 0.45% hits; AID 463165;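 active = B-score, a plate-corrected calcium signal, over three deviations above library mean, with baseline fluorescence within five deviations of library mean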;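 note: RGS4 expression induced by doxycycline in cells with stable M3 receptor; B-score is computed from the integrated fluorescence ratio over baseline after carbachol; higher B-score means a larger calcium signal and so more RGS4 inhibition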
Target sequence (P49798 whole entry, looked up): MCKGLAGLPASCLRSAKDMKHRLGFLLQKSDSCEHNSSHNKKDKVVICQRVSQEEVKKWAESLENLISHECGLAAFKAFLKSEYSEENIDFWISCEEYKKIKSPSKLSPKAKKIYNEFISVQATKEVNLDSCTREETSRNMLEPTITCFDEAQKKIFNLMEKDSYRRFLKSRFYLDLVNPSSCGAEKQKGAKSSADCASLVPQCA
KCNQ1 pot = potentiates or activates the human KCNQ1 potassium channel; P51787; CHO-K1 KCNQ1, thallium flux FluxOR fluorescence; hits give high values; B-score at 10 µM; 310,000 compounds, 0.35% hits;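 active = fluorescence ratio B-score, a plate-corrected score, at least three library SD, with initial intensity B-score within 5 SD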
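Material: CHO-K1 cells stably expressing KCNQ1. Medium: assay buffer for compound exposure, DMSO matched across wells. Reagent: K+/Tl+ depolarizing stimulus. Compound dosing: single-concentration screen. Times: 37 °C overnight plating, 90-min dark dye load, 20-min compound pretreatment. Technique: FluxOR Tl+ flux fluorescence.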
hERG rescue = shields human hERG channel from block by proarrhythmic agents. Q12809. AID 1511. 310,000 compounds, 0.51% hits. activation (rescue from dofetilide block), less the hit threshold, % at 10 µM. CHO-hERG, FluxOR thallium flux, dofetilide IC70 present;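 active = activation above the mean of controls blocked by dofetilide plus 5 SD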;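 note: thallium influx through hERG after potassium depolarization seen as dye fluorescence rise; in these data hits start at about 4.7%; inactives centre near -7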
KCNQ1 block = inhibitors of human KCNQ1 potassium channel | P51787 | CHO-K1 KCNQ1, FluxOR thallium flux fluorescence; hits give high values | B-score at 10 µM | 310,000 compounds, 1.3% hits | AID 2642;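 active = compounds whose thallium flux B-score, printed positive for inhibition, exceeds three library SD while starting fluorescence stays within three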;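 note: channel opened by potassium depolarization with thallium stimulus after 20 min compound exposure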
Dyrk1A ADPGlo = Dyrk1A (rat) kinase inhibition. ADP-Glo luminescence, NFATc1 peptide. inhibition, % at 12.5 µM. 310,000 compounds, 0.43% hits. AID 504441; in the data active = inhibition above about 50%;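 note: plate controls were vehicle with enzyme for no effect and no enzyme for full effect; many of its hits are not listed in these tables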
GSK3B inh = inhibitors of human GSK3beta kinase; activity score (negative = inhibition), % at 10 µM; GST-GSK3beta kinase, ADP-Glo luminescence, 60 min; hits give low values; P49841; AID 2097; 300,000 compounds, 0.038% hits;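 active = more than half of replicate wells score below -50%, meaning over 50% inhibition versus plate controls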;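 note: 0% = median DMSO wells and -100% = median GW8510 positive control wells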
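Test system – GST-tagged human GSK3beta kinase, cell-free · Incubation – 60 min enzyme reaction, room temperature · Signal – ADP-Glo luminescence · Also added – peptide substrate and ATP at 25 µM · Controls – DMSO neutral wells and GW8510 at 20 µM as positive · Buffer or medium – Tris/MgCl2 kinase buffer · Measure – Luminescence-derived activity versus plate DMSO and GW8510 wells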
KCNK9 inh = blocks the human KCNK9 two-pore domain potassium channel | B-score at 10 µM | HEK293 KCNK9, FluxOR thallium flux fluorescence; hits give low values | 310,000 compounds, 1.2% hits | Q9NPC2;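 active = ratio B-score over 3 SD below the library mean, with starting fluorescence within 5 SD of its mean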;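 note: negative B-score means less thallium flux so channel inhibition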
Target sequence (Q9NPC2 whole entry, looked up, the tested form may be a part): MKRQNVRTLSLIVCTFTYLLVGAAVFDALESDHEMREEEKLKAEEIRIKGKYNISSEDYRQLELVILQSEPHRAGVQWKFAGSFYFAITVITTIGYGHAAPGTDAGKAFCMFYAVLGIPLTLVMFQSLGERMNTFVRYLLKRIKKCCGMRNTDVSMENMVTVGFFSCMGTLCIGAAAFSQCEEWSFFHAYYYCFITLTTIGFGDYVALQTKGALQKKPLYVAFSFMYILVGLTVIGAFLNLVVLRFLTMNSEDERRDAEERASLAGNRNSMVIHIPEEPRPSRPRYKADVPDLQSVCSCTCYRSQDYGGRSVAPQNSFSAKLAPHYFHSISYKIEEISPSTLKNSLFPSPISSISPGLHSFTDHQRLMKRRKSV
Starred values were filed as active, the others as inactive; i = inactive; nt = no result given.

Structure | RGS4 pot | GSK3A inh | PolyA inh | KCNK3 block | RGS4 block | KCNQ1 pot | hERG rescue | KCNQ1 block | Dyrk1A ADPGlo | GSK3B inh | KCNK9 inh
NC(=O)C1CCN(CCCNC2CC(=O)N(Cc3ccc(N4CCCC4=O)cc3)C2=O)CC1 (stereo not given) | i | -4.0 | i | i | i | i | -4.6 | i | -3.4 | 2.8 | i
COc1ccc(-c2ccc([C@H]3[C@@H]4C=CCC[C@@]4(C)C(=O)N3Cc3ccccc3)c(F)c2)cc1 | i | -1.3 | i | i | i | i | -5.1 | i | 4.1 | -1.1 | i
CC1CCCCC1NC(=O)CO/N=C/c1ccccc1OC(F)F (stereo not given) | i | -0.6 | i | i | i | i | -7.4 | i | -1.0 | -2.0 | i
O=C(O)CCCC(=O)Nc1ccccc1C(=O)N1CCOCC1 | i | -0.7 | i | i | i | i | -5.6 | i | 0.5 | 0.9 | i
O=C(O)c1ccc(CSc2nnc(-c3ccc(Cl)cc3)o2)cc1 | i | 0.6 | i | i | i | i | -6.7 | i | -2.6 | nt | i
CN1/C(=C/C(=O)C2CCC2)Sc2ccccc21 | i | 9.9 | i | i | i | i | 4.1 | i | -0.3 | -2.2 | i
Cc1ccccc1CC(=O)NCC1CCCCC1 | i | 0.7 | i | i | i | i | -5.8 | i | 4.2 | 1.1 | i
CC(=O)Cn1c(C(F)(F)F)nc2ccccc21 | i | -3.6 | i | i | i | i | -5.1 | i | -6.0 | 1.4 | i
N#CC1=C(N)C2=C(N3CCCCC3)CCCC2C1(C#N)C#N (stereo not given) | i | 11.6 | i | i | i | i | -7.5 | i | 18.0 | 0.1 | i
COC(=O)c1sccc1NC(=O)c1cc(OC)cc(OC)c1 | i | -1.5 | i | i | i | i | -8.7 | i | 3.9 | 0.5 | i
CCCCC(=O)Nc1cc(Cl)ccc1C(=O)O | i | 4.1 | i | i | i | i | -17.1 | i | 56.7* | -6.5 | i
O=C(Nc1c(F)cc(F)cc1Br)c1cc(-c2ccccc2)on1 | i | -5.5 | i | i | i | i | -5.8 | i | 6.2 | 2.1 | i
Cc1nc(C)n(C(Oc2ccc(Cl)cc2Cl)C(=O)C(C)(C)C)n1 (stereo not given) | i | -1.0 | i | i | i | i | -7.6 | i | nt | 4.5 | i
COc1ccc(N2CCN(C(=O)C3CCN(S(=O)(=O)c4ccc5c(c4)oc(=O)n5C)CC3)CC2)cc1 | i | -1.3 | i | i | i | i | -2.9 | i | nt | 2.2 | i
CCn1c(COc2ccccc2)nnc1SCC(=O)NCc1ccco1 | i | -1.9 | i | i | i | i | -4.6 | i | 4.4 | 0.7 | i
CNC(=S)Nc1cccc(C(=O)O)c1 | i | -1.2 | i | i | i | i | -14.3 | i | -2.9 | 1.8 | i
Cc1[nH]c2ccc(F)cc2c1CCN(Cc1cccnc1)C(=S)NC(C)(C)C | i | 0.2 | i | i | i | i | -7.3 | i | 1.4 | -0.1 | i
O=C(CNC(=O)c1ccc(Br)cc1)NCC(=O)OCC(=O)c1ccc(F)cc1 | i | nt | nt | i | i | i | -10.8 | i | -1.2 | 1.5 | i
C/C(=N\NC(=O)COc1ccccc1-c1ccccc1)c1ccccn1 | i | -0.7 | i | i | i | i | -16.1 | i | 20.9 | -1.9 | i
NC(=O)c1c(NC(=O)c2ccc(F)cc2)sc2c1CCC2 | i | 1.5 | i | i | i | i | -6.1 | i | 5.4 | 3.2 | i

Records listed so far marked active in Dyrk1A ADPGlo.
| compound | GSK3A inh | PolyA inh | KCNK3 block | RGS4 block | KCNQ1 pot | KCNQ1 block | Dyrk1A ADPGlo | GSK3B inh | KCNK9 inh |
| --- | --- | --- | --- | --- | --- | --- | --- | --- | --- |
| CCCCC(=O)Nc1cc(Cl)ccc1C(=O)O | 4.1 | i | i | i | i | i | 56.7* | -6.5 | i |

Going on with the list:
Structure | RGS4 pot | GSK3A inh | PolyA inh | KCNK3 block | RGS4 block | KCNQ1 pot | hERG rescue | KCNQ1 block | Dyrk1A ADPGlo | GSK3B inh | KCNK9 inh
COc1ccc(SCCc2nnc(-c3ccccc3)o2)cc1 | i | -0.5 | i | i | i | i | -5.7 | i | -2.2 | 0.2 | i
O=C(CO/N=C/c1cccc([N+](=O)[O-])c1)NC1CCCCC1 | i | -1.0 | i | i | i | i | -9.9 | i | -2.2 | -4.8 | i
Cc1ccc(C(=O)N2Cc3ccccc3CC2C(=O)O)cc1 (stereo not given) | i | -2.7 | i | i | i | i | 3.8 | i | 3.7 | -0.6 | i
COc1ccccc1NC(=O)COC(=O)CC(C)(C)CC1=NS(=O)(=O)c2ccccc2N1 | i | 2.0 | i | i | i | i | -11.3 | i | 8.4 | -5.7 | i
CC(C)(C)OC(=O)[C@H](Cc1ccccc1)NC(=O)c1nc[nH]c1C(=O)N1CCc2ccccc2C1 | i | -0.7 | i | i | i | i | -12.0 | i | 8.1 | 3.0 | i
CCCCn1c(N)c(N(CC)C(=O)CSCc2c(C)noc2C)c(=O)[nH]c1=O | i | 0.3 | i | i | i | i | -10.5 | i | -3.4 | 0.4 | i
O=C1CC(C(=O)Nc2ccc(Br)cc2)C2(CCCC2)O1 (stereo not given) | i | -3.2 | i | nt | i | i | -4.9 | i | nt | 1.6 | i
CNC(=S)N(CCc1c(C)[nH]c2ccc(C)cc12)Cc1cccnc1 | i | 0.1 | i | i | i | i | -14.0 | i | 0.1 | -6.3 | i
COc1ccc(NC(=O)N2CCN(C(=O)Nc3ccc(OC)cc3)CC2)cc1 | i | -3.4 | i | i | i | i | -9.2 | i | 4.9 | 0.6 | i
CCCN(CCC)c1nc(Cl)nc(NCc2ccco2)n1 | i | -1.0 | i | i | i | i | -12.1 | i | 6.9 | 1.0 | i
O=C(O)CCNS(=O)(=O)c1ccc(Oc2ccccc2)cc1 | i | -0.3 | i | i | i | i | -17.6 | i | 4.4 | 1.2 | i
CCOC(=O)CCC(NC(=O)CCCCCCCC(=O)NC(CCC(=O)OCC)C(=O)OCC)C(=O)OCC (stereo not given) | i | -0.5 | i | i | i | i | -1.2 | i | -8.0 | 1.9 | i
CCOC(=O)C(C)NC(=O)CCc1nnc2ccc(N3CCC(C)CC3)nn12 (stereo not given) | i | 1.4 | i | i | i | i | -5.1 | i | 4.4 | -1.6 | i
CC(C)(C)NC(=O)CSc1nnc(Cc2ccccc2)n1CC1CCCO1 (stereo not given) | i | -0.5 | i | i | i | i | -13.0 | i | nt | -4.2 | i
O=C(CSC(=S)N1CCOCC1)Nc1ccc(S(=O)(=O)Nc2ncccn2)cc1 | i | -0.7 | i | i | i | i | -6.6 | i | -2.4 | 1.1 | i
CCOC(=O)NC(=O)CSc1ccc2ccccc2n1 | i | -0.5 | i | i | i | i | -8.2 | i | 11.1 | -2.9 | i
COc1ccc(CCNC(=O)C2CCCN(C(=O)c3ccc(Cl)cc3)C2)cc1 (stereo not given) | i | -1.6 | i | i | i | i | -9.6 | i | -1.1 | 0.1 | i
CN(C)S(=O)(=O)c1cccc(NC(=O)CN2C(=O)C3C4C=CC(C4)C3C2=O)c1 (stereo not given) | i | -0.1 | i | i | i | i | -5.2 | i | 1.6 | -0.3 | i
COc1ccc(NC(=O)CCCCn2c(=O)[nH]c3ccccc3c2=O)cc1 | i | -2.7 | i | i | i | i | -11.1 | i | -3.4 | 2.7 | i
Cc1nc(-c2cccc(NC(=O)Cc3ccccc3)c2)cs1 | i | -4.7 | i | i | i | i | -6.0 | i | 8.8 | -2.5 | i
O=C(CCCc1ccccc1)Nc1nccs1 | i | 19.7 | i | i | i | i | 0.8 | i | 9.4 | -3.5 | i
N#Cc1cn(CC(=O)O)c2ccccc12 | i | 3.5 | i | i | i | i | -9.5 | i | -1.3 | -0.9 | i
CCC(C)n1cnc2c(=O)oc3ccccc3c21 (stereo not given) | i | 6.6 | i | i | i | i | -6.4 | i | 35.5 | -4.2 | i
CCNC(=O)COC(=O)c1cc(S(=O)(=O)N2CCCc3ccccc32)ccc1Cl | i | 0.5 | i | i | i | i | -7.8 | i | 6.1 | 2.3 | i
CCN(C(=O)C1CSC2(C)CCC(=O)N12)c1nc2c(C)cccc2s1 (stereo not given) | i | -0.8 | i | i | i | i | -9.9 | i | 6.0 | -5.9 | i
CCN(CC)CCCC(C)NC(=O)c1cc(=O)c2ccccc2o1 (stereo not given) | i | -0.2 | i | i | i | i | 1.4 | i | -3.3 | 1.7 | i
Cc1ccc(CCNS(=O)(=O)c2cnc[nH]2)cc1 | i | -0.8 | i | i | i | i | -2.4 | i | 0.8 | 0.0 | i
O=C(O)COc1ccccc1Cc1ccccc1 | i | -5.0 | i | i | i | i | -4.1 | i | 8.7 | -2.9 | i
COc1ccc(C(=O)Nc2ccc3ccccc3n2)c(OC)c1OC | i | -2.2 | i | i | i | i | -6.0 | i | 4.3 | 0.7 | i
Cc1cccnc1NC(=O)c1ccc2c(c1)NC(=O)C(C)S2 (stereo not given) | i | -3.0 | i | i | i | i | -7.1 | i | -3.8 | 0.7 | i
O=C(CSc1nc(O)c(C2CCCCC2)c(=O)[nH]1)Nc1ccc(F)cc1 | i | -0.4 | i | i | i | i | -8.2 | i | -3.9 | -3.1 | i
O=C(COC(=O)c1cccc(F)c1)NC1CC1 | i | -1.3 | i | i | i | i | -12.5 | i | -1.0 | -0.9 | i
CCc1c(O)nc(SCC(=O)Nc2ccccc2C)[nH]c1=O | i | -0.8 | i | i | i | i | -7.8 | i | -1.9 | nt | i
CN(Cc1ccccc1)S(=O)(=O)c1ccc(N2CCOCC2)nc1 | i | 2.9 | i | i | i | i | -2.8 | i | 1.5 | -1.3 | i

Screening data: PubChem, several laboratories

Only part of the results is shown (hit frequency here may not be typical).
